# ASM inhibitor – Inhibitors of Secretory Acid Sphingomyelinase (S-ASM): qHTS; Sphingomyelin phosphodiesterase (Homo sapiens), P17405; placental ASM, HMU-PC fluorogenic substrate, 60 min; Potency, µM (highest dose often 57.5 µM), inactives show top-dose activity change, negative = inhibition, actives largely listed as inhibitors; 340,000 tested, 0.006% active; AID 504937, 2011; also: potency is read from the fitted curve at half-maximal effect
#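 Steps: dispense placental human ASM, pin compound, wait 10 min at room temperature, add HMU-PC0 substrate at 9 uM final, incubate 60 min at 37 °C, add stop solution raising pH to 10, read fluorescence.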
# Mito fusion yeast – qHTS Assay for Small Molecule Inhibitors of Mitochondrial Division or Activators of Mitochondrial Fusion; S. cerevisiae fusion-defective mutant growth rescue, CellTiterGlo 48 h; Potency, µM (doses to about 46.1 µM), for the others: top-dose growth rescue (activation), actives largely listed as activators; 320,000 tested, 0.23% active; AID 485298, 2010;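 also: potency is read from the fitted curve at half-maximal effect; % of control where 0% means no effect; nearly all actives have a fitted effect of over 45% in size; temperature-sensitive fusion mutants such as fzo1-1 at 37 °C on non-fermentable ethanol glycerol medium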
#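 Temperature-sensitive fusion-defective S. cerevisiae (e.g. fzo1-1, mgm1-5) were grown with compound in YPEG medium (3% ethanol, 3% glycerol) for 48 hours at 37C. Growth rescue was measured as viability by CellTiterGlo luminescence after 10 minutes at ambient.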
# Eya2 inh – qHTS Assay for Inhibitors of the Phosphatase Activity of Eya2; Protein phosphatase EYA2 (Homo sapiens), O00167; recombinant Eya2, OMFP fluorescence dephosphorylation (OMFP is methylfluorescein phosphate); Potency, µM (doses to about 76.9 µM), inactives show at the highest dose activity, negative = inhibition, usual class: inhibitors; 330,000 tested, 0.006% active; AID 488837, 2010; also: potency is read from the fitted curve at half-maximal effect; % is scaled to controls: 0 for no effect and ±100 for the full control effect
# Target sequence (O00167 whole entry, looked up): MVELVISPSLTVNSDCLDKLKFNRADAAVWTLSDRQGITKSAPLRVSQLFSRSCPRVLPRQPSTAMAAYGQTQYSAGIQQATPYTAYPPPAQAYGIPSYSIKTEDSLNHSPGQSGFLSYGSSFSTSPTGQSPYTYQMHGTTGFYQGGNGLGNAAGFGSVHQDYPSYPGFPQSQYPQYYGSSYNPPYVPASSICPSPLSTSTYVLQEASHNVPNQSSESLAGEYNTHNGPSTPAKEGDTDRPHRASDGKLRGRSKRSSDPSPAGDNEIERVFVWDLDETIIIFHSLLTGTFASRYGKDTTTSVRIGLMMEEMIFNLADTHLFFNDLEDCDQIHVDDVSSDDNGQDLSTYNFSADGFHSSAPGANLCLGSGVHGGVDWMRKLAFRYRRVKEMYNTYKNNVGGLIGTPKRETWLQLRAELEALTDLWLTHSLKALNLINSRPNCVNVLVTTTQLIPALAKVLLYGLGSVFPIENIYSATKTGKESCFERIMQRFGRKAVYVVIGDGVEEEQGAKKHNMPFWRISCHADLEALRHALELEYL
#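 Eya2 (0.2 uM) preincubated 10 min at ambient with compound, then OMFP substrate added at 50 uM; 10 min reaction in 50 mM HEPES pH 7.5, 50 mM NaCl, 5 uM MgCl2, 0.05% BSA, 1 mM DTT. Fluorescence read at Ex 485/Em 525 nm.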
# MBNL1 CUG block – qHTS Assay for Inhibitors of MBNL1-poly(CUG) RNA binding; Muscleblind-like protein 1 (Homo sapiens), Q9NR56; TR-FRET MBNL1-His/biotin-(CUG)12 binding, 665/545 ratio; Potency, µM (highest dose often 57.5 µM), inactives show top-dose activity change, negative = inhibition, most hits filed as inhibitors; 280,000 tested, 0.036% active; AID 2675, 2010; active = well fitted inhibition curve with a large enough effect in the signal ratio, with a control signal flat, not every such curve was filed as active; inconclusive = small, poorly fitted or top-dose-only effect, or effect the other way, or a change in a side signal; inactive = no such curve, though single readings can be large or run the other way; the % refers to the signal ratio; also: potency is read from the fitted curve at half-maximal effect; % is scaled to controls: 0 for no effect and ±100 for the full control effect
# Target sequence (Q9NR56 whole entry, looked up): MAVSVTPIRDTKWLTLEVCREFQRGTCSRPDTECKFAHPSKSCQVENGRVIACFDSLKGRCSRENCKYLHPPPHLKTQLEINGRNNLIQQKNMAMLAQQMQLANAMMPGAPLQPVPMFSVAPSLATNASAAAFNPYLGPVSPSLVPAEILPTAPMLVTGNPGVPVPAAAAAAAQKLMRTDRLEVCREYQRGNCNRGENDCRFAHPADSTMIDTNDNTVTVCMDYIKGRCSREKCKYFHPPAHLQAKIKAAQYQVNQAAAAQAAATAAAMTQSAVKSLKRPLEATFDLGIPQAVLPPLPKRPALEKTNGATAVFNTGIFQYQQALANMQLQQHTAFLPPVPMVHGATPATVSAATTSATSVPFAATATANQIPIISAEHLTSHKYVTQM
#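 Compound titration spanned 92 nM–58 uM against the MBNL1-His/biotin-(CUG)12 complex. After 60 min at room temperature with 5 nM streptavidin-XL665 and 0.055 ng/ul terbium anti-His, ratiometric 665/545 nm emission (Ex 340 nm) normalized to controls.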
# Menin MLL FP TR – qHTS Assay for Inhibitors Targeting the Menin-MLL Interaction in MLL Related Leukemias: Competition With Texas Red Labeled MLL-derived Mutant Peptide; Potency, µM (highest dose often 61.6 µM), for the others: top-dose FP activity change, negative = inhibition, most hits filed as inhibitors; O00255; 270,000 tested, 0.23% active; Menin + Texas Red MLL mutant peptide, fluorescence polarization; active = well fitted inhibition curve with a large enough effect in the polarisation, with a control signal flat, not every such curve was filed as active; inconclusive = small, poorly fitted or top-dose-only effect, or effect the other way, or a change in a side signal; inactive = no such curve, though single readings can be large or run the other way; the % refers to the polarisation; also: potency is read from the fitted curve at half-maximal effect; % of control where 0% means no effect; many of its hits are not listed in these tables
# TSHR antag – Antagonists of the Thyroid Stimulating Hormone Receptor: HTS campaign; activity change, negative = inhibition, % at 11.5 µM; 330,000 tested, 0.2% active; Thyrotropin receptor (Homo sapiens), P16473; TSHR-expressing cells, TSH-stimulated cAMP HTRF, 2 h; stronger effect = lower value;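 active = activity change below a set negative limit, meaning inhibition stronger than a set level, cut at about -70% in these data; inconclusive = activity change between two set negative limits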; also: % is scaled to controls: 0 for no effect and ±100 for the full control effect
#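 Freshly harvested TSHR cells receive pin-tooled compound, then EC80 TSH at 4nM final. After 2 hours at 37 deg C, antibody in lysis buffer and cAMP-d2 are added; 30 minutes at ambient temperature precede the HTRF read.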
# Chronic BCR inh – qHTS Assay to Find Inhibitors of Chronic Active B-Cell Receptor Signaling; 340,000 tested, 0.05% active; ABC-DLBCL IkBa-CBG/CBR reporter, luminescence ratio, 4 h; Potency, µM (titrated, usually from 46.1 µM), without a hit: at the highest dose ratio change, negative = lower green/red ratio, hits mostly inhibitors; AID 493014, 2011; active = well fitted inhibition curve with a large enough effect in the signal ratio, with a control signal flat, not every such curve was filed as active; inconclusive = small, poorly fitted or top-dose-only effect, or effect the other way, or a change in a side signal; the % refers to the signal ratio;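 also: potency is read from the fitted curve at half-maximal effect; plate controls were basal doxycycline-induced cells for no effect and cells given 10 µM MG132 for full effect; MG132 reads +100%, hits lower the ratio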
#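 Doxycycline induced both beetle luciferases in TMD8 lymphoma cells; IKK-driven degradation limits the IkappaBalpha-fused green signal, while red luminescence normalises for cell number and nonspecific effects. Compounds tested up to 46 uM, 4 hrs.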
# PKM2 activator – qHTS Assay for Activators of Human Muscle isoform 2 Pyruvate Kinase; Pyruvate kinase PKM (Homo sapiens), P14618; purified PKM2, Kinase-Glo ATP luminescence, activation; response scale: 0% is enzyme alone, no compound; Potency, µM (titrated, usually from 57.5 µM), for inactives: at the highest dose activation, usual class: activators; 260,000 tested, 0.34% active; also: potency is read from the fitted curve at half-maximal effect; % is scaled to controls: 0 for no effect and ±100 for the full control effect; nearly all actives have a fitted effect of over 55% in size
#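 Purified hPK-M2 (>95%) run at intermediate activity with 0.1 mM ADP and 0.5 mM PEP in 50 mM imidazole pH 7.2, KCl, MgCl2; 1 h room temperature. ATP formed read by Kinase-Glo luminescence; normalized to uninhibited and no-enzyme controls.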
# GALK inh – qHTS Assay for Inhibitors of Human Galactokinase (GALK) | P51570 | Purified GALK, Kinase-Glo residual ATP luminescence | Potency, µM (doses to about 57.5 µM), for inactives: at the top dose activity change, negative = inhibition, hits mostly inhibitors | 270,000 tested, 0.007% active; also: potency is read from the fitted curve at half-maximal effect; % is scaled to controls: 0 for no effect and ±100 for the full control effect
#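 Human GALK (5 nM) with 35 uM ATP and 100 uM galactose in 20 mM HEPES pH 8.0, 5 mM MgCl2, 60 mM NaCl, 1 mM DTT, 0.01% BSA. After 1 h at room temperature, leftover ATP was read by Kinase-Glo Plus luminescence.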
# USP2a block – qHTS Assay for Inhibitors of Ubiquitin-specific Protease USP2a Using CHOP2 as the Reporter | AID 463254, 2010 | Ubiquitin carboxyl-terminal hydrolase 2 (Homo sapiens), O75604 | 330,000 tested, 0.01% active | USP2 core, Ub-CHOP2 coupled fluorogenic reporter, 485/531 | Potency, µM (highest dose often 38.3 µM), without a hit: at the top dose activity change, negative = inhibition, hits mostly inhibitors;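 also: potency is read from the fitted curve at half-maximal effect; plate controls were DMSO wells for no effect and full inhibition by NEM control for full effect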
#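 USP2 core (10nM final) preincubated 30min RT with compound in 20mM Tris-HCl pH 8.0, 2mM CaCl2, 2mM beta-mercaptoethanol, 0.05% CHAPS; 25nM Ub-CHOP2 plus 25nM reporter substrate added, fluorescence (Ex485/Em531) read after 60min.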
# hERG WT inh – qHTS for Inhibitors of KCHN2 3.1: Wildtype qHTS; Voltage-gated inwardly rectifying potassium channel KCNH2 (Homo sapiens), Q12809; 340,000 tested, 0.37% active; U2OS, BacMam KCNH2, thallium flux FluxOr; stronger effect = lower value; activity change, % at 1.84 µM;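 active = maximum activity change below -70%; inconclusive = maximum activity change between -70% and -50%; inactive = maximum activity change above -50%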; also: % is scaled to controls: 0 for no effect and ±100 for the full control effect
#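 U2OS cells were transduced with wild-type KCNH2 virus (2.03 x 10^8 / mL) for 4 h at room temperature, then cultured overnight at 37 C. Thallium flux was read with FluxOr dye. Rate constants were normalized to DMSO controls.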
# Active calls of the source: *; ? = inconclusive; nt = no result given; [ ] = remark or other dose. Unless noted, calls follow the shape of the dose curve; as a rule, active = well fitted curve in the direction sought with a large enough effect; inconclusive = small, poorly fitted or top-dose-only effect, or another doubt; inactive = no such curve, though single readings can be large; an effect the other way counts as inactive or inconclusive.
SMILES,ASM inhibitor,Mito fusion yeast,Eya2 inh,MBNL1 CUG block,Menin MLL FP TR,TSHR antag,Chronic BCR inh,PKM2 activator,GALK inh,USP2a block,hERG WT inh
O=C(CCCCn1c(=O)[nH]c2ccccc2c1=O)NC1CCN(Cc2ccccc2)CC1,-2%,-1%,11%,-9%,-10%,12,-1%,-1%,nt,-1%,17
NS(=O)(=O)c1ccc(NC(=O)C2CCCO2)cc1 (stereo not drawn),5%,0%,15%,-5%,-10%,7,5%,0%,-6%,0%,-3
COc1cccc(CNC(=O)c2cnc(-c3ccccn3)nc2C(F)(F)F)c1,0%,3%,2%,4%,11%,-3,-2%,-2%,-1%,-1%,-4
COc1ccc2nc(SCC(=O)Nc3c(C)cccc3C)[nH]c2c1,-2%,-1%,4%,-3%,-19%,3,2%,8%,-1%,1%,-17
Cc1ccc(NS(=O)(=O)c2ccc(C)c(C(=O)N3CCOCC3)c2)cc1,nt,0%,3%,-6%,nt,-35,2%,1%,-5%,-1%,5
C#Cc1ccc(CN2CCC(C(=O)Nc3ccc(Oc4ccccc4)nc3)CC2)cc1,5%,-11%,6%,1%,nt,0,6%,nt,-3%,0%,38
COc1cc(-c2noc(C)c2C(=O)NCCCn2ccnc2)cc(OC)c1OC,0%,nt,-10%,nt,nt,9,0%,nt,nt,1%,nt
CC(C)n1cnnc1SCC(=O)NCC(=O)Nc1ccc(F)cc1,4%,-1%,23%,nt,nt,-9,-2%,nt,nt,-1%,-19
CC(=O)N1CCN(c2ccccc2NC(=O)c2ccc(C#N)cc2F)CC1,1%,2%,3%,-1%,1%,-1,0%,0%,-2%,3%,1
O=C(O)CCC(=O)N1CCN(S(=O)(=O)c2cccs2)CC1,0%,3%,-4%,-11%,nt,-8,-1%,4%,-2%,0%,-8
Cc1cccc(CC2CC(=O)N(c3ccc(C)cc3Br)C2=O)c1 (stereo not drawn),1%,6%,8%,1%,11%,7,-1%,-4%[11.5 µM],-2%,4%,0
COc1ccc(CNC(=O)CSc2nc3[nH]ncc3c(=O)n2-c2ccccc2Br)cc1,nt,1%,2%,-10%,-5%,-25,1%,4%,0%,9%,nt
Cn1c(-c2cccc([N+](=O)[O-])c2)cnc1NCc1cccc([N+](=O)[O-])c1,-4%,-1%,4%,?,14%,-3,1%,1%,1%,0%,nt
CC(C)CC(=O)NCCNC(=O)c1cc(OCC(F)(F)F)ccc1OCC(F)(F)F,-1%,-4%,14%,-1%,2%,3,-3%,1%,1%,1%,-8
O=C(Nc1nc2ccccc2[nH]1)c1cccc([N+](=O)[O-])c1,-4%,-4%,-5%,12%,4%,10,?,0%,-1%,3%,11
CC(C)OCCCNC(=O)CN1CCN(Cc2ccccc2Cl)C1=O,-2%,-1%,3%,0%,-1%,-3,-18%,7%,3%,0%,2
CCN(Cc1ccccc1)S(=O)(=O)c1c(C)[nH]c(C)c1C(=O)N1CCCC1,8%,-2%,4%,4%,2%,1,1%,nt,1%,0%,1
Cc1ccccc1C(=O)c1cccn1CC(=O)NCCCN1CC(C)CC(C)C1 (stereo not drawn),-1%,1%,-18%,-1%,-4%,10,-14%,nt,2%,1%,41
O=S(=O)(Nc1ccc(S(=O)(=O)Nc2ncccn2)cc1)c1ccccc1,0%,-1%,0%,-8%,nt,12,1%,nt,5%,2%,-1
CCN1CCc2c(OCC(=O)Nc3ccc4c(c3)OCCO4)cccc2C1=O,nt,0%,-19%,-7%,0%,0,-13%,5%,0%,3%,nt
CCOC(=O)c1ccc(NC(=O)CSc2nnc(CNC(=O)c3ccco3)o2)cc1,3%,-1%,-1%,0%,nt,-1,0%,nt,-7%,3%,-5
O=C(CSc1ccncc1)Nc1ccc2ccccc2c1,0%,0%,-5%,8%,1%,-3,-8%,-3%,-1%,0%,3
CN1C2CCC1CC(NC(=O)c1cccc(C(F)(F)F)c1)C2 (stereo not drawn),-1%,2%,-3%,0%,?,-3,5%,nt,-4%,-2%,1
COc1ccccc1NC(=O)Nc1nc(CC(=O)Nc2ccc(OC)c(OC)c2)cs1,-13%,2%,1%,nt,nt,3,?,nt,nt,1%,-2
O=C(Nc1nc(-c2ccccc2)c(C(=O)c2ccccc2)s1)c1ccc(S(=O)(=O)N2CCCC2)cc1,-1%,-5%,6%,54%[activator],?,-4,20%,-2%,0%,3%,5
CC1(C)CC(=O)C([N+](=O)[O-])=C(NCCCC(=O)O)C1,5%,-2%,5%,-26%,-6%,7,4%,-7%,-4%,-8%,4
COc1cccc(CN(C)C(=O)CNC(=O)c2cccs2)c1OC,5%,0%,-7%,nt,nt,-6,0%,nt,nt,1%,1
CC(C)Cn1c(SCC(=O)NCc2ccco2)nnc1-c1ccncc1,-2%,6%,-5%,-3%,5%,-1,-1%,0%,-1%,2%,-1
O=C(Nc1cccc(S(=O)(=O)N2CCCCC2)c1)C1CC(=O)N(Cc2ccccc2)C1 (stereo not drawn),-3%,6%,-11%,nt,nt,-20,0%,nt,nt,0%,2
COc1ccc(S(=O)(=O)N2CCOCC2)cc1NC(=O)C1CCCN1C(=O)c1cccs1 (stereo not drawn),-3%,-2%,19%,nt,nt,14,?,nt,nt,0%,29
C=CCn1c(-c2cccnc2Cl)nc2ccccc21,7%,1%,-2%,nt,19%,-4,1%,-8%,0%,-1%,-10
CC1=NN(S(=O)(=O)c2ccc(F)cc2)C(=O)c2ccccc2O1,1%,-1%,20%,-3%,0%,13,-7%,5%,-3%,0%,8
Cc1cccc(N2CCN(CC3CCCCC3)CC2)c1C,3%,-9%,-12%,1%,-17%,10,6%,-2%,-1%,1%,18
O=c1c(-c2ccco2)[n+]([O-])c2ccccc2n1OCc1ccccn1,13%,0%,1%,?,13%,0,4%,-1%,0%,2%,-15
CCCCNCCOc1ccccc1-c1ccccc1,0%,-4%,-6%,-1%,-7%,0,?,-1%,2%,3%,-20
Cc1csc(NC(=O)CSC2=NS(=O)(=O)c3ccccc3N2)n1,2%,-8%,5%,nt,nt,6,?,nt,nt,4%,7

# Quoted at random: two records from the list.
SMILES,ASM inhibitor,Mito fusion yeast,Eya2 inh,MBNL1 CUG block,Menin MLL FP TR,TSHR antag,Chronic BCR inh,PKM2 activator,GALK inh,USP2a block,hERG WT inh
CCN(Cc1ccccc1)S(=O)(=O)c1c(C)[nH]c(C)c1C(=O)N1CCCC1,8%,-2%,4%,4%,2%,1,1%,nt,1%,0%,1
O=C(CSc1ccncc1)Nc1ccc2ccccc2c1,0%,0%,-5%,8%,1%,-3,-8%,-3%,-1%,0%,3

# Not all compounds are listed; the hit share may differ from the screen's.
